Tau fibril ThT = blocks human tau fibril formation measured by thioflavin T. recombinant tau K18 P301L, heparin-induced fibrillization, ThT fluorescence. Potency, µM (titrated, usually from 57.4 µM), inactives show top-dose activity, negative = inhibition, actives largely listed as inhibitors. 2.1% of 270,000 active; note: nearly all actives have a fitted effect of over 55% in size
Target sequence (P10636 561-689 P618L limits assumed): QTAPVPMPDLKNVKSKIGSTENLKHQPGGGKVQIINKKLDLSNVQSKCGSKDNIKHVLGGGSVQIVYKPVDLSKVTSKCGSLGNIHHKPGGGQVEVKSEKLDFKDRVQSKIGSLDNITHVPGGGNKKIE
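Using a mix of unlabeled (15 uM) and Alexa 594-labeled (0.24 uM) tau K18 P301L, heparin-triggered fibrillization over 6 hr at 37 C was scored by ThT fluorescence.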
Tau FP inhib = inhibitors of human tau fibril formation | K18 P301L tau heparin fibrillization, Alexa594 FP, 6 h | P10636 | Potency, µM (doses to about 57.7 µM), for the others: at the top dose activity, negative = inhibition, most hits filed as inhibitors | 0.39% of 280,000 active; note: nearly all actives have a fitted effect of over 55% in size
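Steps: dispense K18 P301L tau (15 uM plus 0.24 uM Alexa 594 tracer, final) in pH 7 sodium acetate; add compound; add heparin (20 uM final); incubate 6 hr, 37 C; add ThT (30 uM final); after 1 hr ambient, read FP.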
L3MBTL1 block = inhibitors of human L3MBTL1; Q9Y468; AID 485360; Potency, µM (top dose mostly 57.1 µM), for inactives: top-dose activity, negative = inhibition, usual class: inhibitors; AlphaScreen L3MBTL1–H3K9me1 peptide binding; 0.66% of 230,000 active; note: nearly all actives have a fitted effect of over 60% in size
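L3MBTL1 50 nM + b-AHA-H3(1-15)K9me1 75 nM, 30 min RT; compound added, 30 min RT; streptavidin donor/Ni-chelate acceptor beads 10 ug/mL each final, 30 min RT dark; AlphaScreen read.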
TRb SRC2 PPI = inhibitors of human thyroid hormone receptor beta-SRC2 interaction; P10828; 0.065% of 280,000 active; TRbeta-SRC2 peptide binding, fluorescence polarization; receptor liganded with 1 µM T3; AID 1469; Potency, µM (doses to about 106 µM), inactives show at the highest dose activity change, negative = inhibition, most hits filed as inhibitors;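 note: plate controls were bound peptide for no effect and peptide without receptor for full effect; nearly all actives have a fitted effect of over 50% in size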
Target sequence (P10828 whole entry, looked up): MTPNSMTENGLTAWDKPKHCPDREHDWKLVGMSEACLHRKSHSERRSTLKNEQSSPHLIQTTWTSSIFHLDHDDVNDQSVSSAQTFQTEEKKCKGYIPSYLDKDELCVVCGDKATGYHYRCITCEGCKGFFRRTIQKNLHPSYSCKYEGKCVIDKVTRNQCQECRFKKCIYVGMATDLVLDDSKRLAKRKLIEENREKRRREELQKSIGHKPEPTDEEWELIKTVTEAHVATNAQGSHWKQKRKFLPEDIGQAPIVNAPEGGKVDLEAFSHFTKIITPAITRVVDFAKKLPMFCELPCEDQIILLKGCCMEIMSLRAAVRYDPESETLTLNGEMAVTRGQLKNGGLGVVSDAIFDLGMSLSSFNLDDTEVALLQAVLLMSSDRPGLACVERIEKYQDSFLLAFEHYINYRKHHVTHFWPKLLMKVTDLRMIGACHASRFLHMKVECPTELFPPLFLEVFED
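Human TRb ligand-binding domain (0.6 uM) is mixed with 20 nM Texas Red SRC2 peptide and 1 uM T3; after compound addition and 5 hr at ambient temperature, polarization is measured and normalized to unbound and bound controls.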
ALDH1A1 block = inhibitors of human aldehyde dehydrogenase 1A1 | 7.3% of 220,000 active | P00352 | Purified ALDH1A1, NADH fluorescence, propionaldehyde substrate | Potency, µM (highest dose often 75.3 µM), for inactives: at the highest dose activity, negative = inhibition, most hits filed as inhibitors | AID 1030; active = well fitted inhibition curve with a large enough effect, not every such curve was filed as active; inconclusive = small, poorly fitted or top-dose-only effect, or another doubt; inactive = no such curve, though single readings can be large or run the other way;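 note: plate controls were no enzyme wells and a reference inhibitor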
GLA spleen mod = inhibits or activates alpha-galactosidase in human spleen homogenate | human spleen homogenate, 4MU-alpha-Gal fluorescence, 40 min | Potency, µM (series often up to 80 µM), without a hit: at the top dose activity change, negative = inhibition, most hits filed as inhibitors | 0.008% of 240,000 active | AID 2107;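 note: 0% = enzyme with vehicle and -100% = no enzyme basal signal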
Target sequence (P06280 32-429 limits assumed): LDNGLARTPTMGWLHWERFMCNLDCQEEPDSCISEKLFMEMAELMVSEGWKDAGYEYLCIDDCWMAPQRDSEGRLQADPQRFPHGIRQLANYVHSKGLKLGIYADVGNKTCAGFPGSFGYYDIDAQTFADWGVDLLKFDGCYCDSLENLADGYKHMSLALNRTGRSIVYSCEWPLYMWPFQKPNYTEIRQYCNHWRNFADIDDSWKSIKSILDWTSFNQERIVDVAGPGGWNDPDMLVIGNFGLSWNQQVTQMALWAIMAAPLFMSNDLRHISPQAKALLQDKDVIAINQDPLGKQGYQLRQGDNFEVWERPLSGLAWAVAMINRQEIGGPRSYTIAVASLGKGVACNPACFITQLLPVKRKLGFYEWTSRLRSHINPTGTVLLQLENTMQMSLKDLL
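qHTS titration in buffer at pH 5.0. Alpha-galactosidase activity in spleen homogenate was measured via 4-methylumbelliferone release from 1 mM fluorogenic substrate after 40 min at 37C and a pH 10 stop. AC50 came from Hill fits of control-normalized data.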
TR SRC2 fluor cs = Texas Red fluorescence interference in TRb-SRC2 counter-screen; Potency, µM (top dose mostly 106 µM), for inactives: top-dose fluorescence change, negative = quenching; 0.29% of 280,000 active; TRb/SRC2 Texas Red total fluorescence interference; AID 1479; active = well fitted curve in either direction with a large enough effect; inconclusive = small, poorly fitted or top-dose-only effect
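Human TRb ligand-binding domain at 0.6 uM with 20 nM Texas Red SRC2 peptide in Tris buffer containing 1 uM T3 and 5% DMSO, incubated with compound 5 h at ambient temperature. Total fluorescence (555/632 nm) calculated as parallel + 2 × perpendicular.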
Tau fluor cs = counter-screen for tau fibril formation inhibitors; tau K18 P301L (four-repeat tau fragment) Alexa594 fluorescence, heparin fibrillization; Potency, µM (series often up to 57.7 µM), for inactives: at the top dose activity change, negative = decrease; 0.93% of 280,000 active; AID 1463; note: nearly all actives have a fitted effect of over 55% in size
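Human K18 P301L tau (15 uM unlabeled plus 0.24 uM Alexa 594-labeled, final) in 100 mM sodium acetate pH 7 was mixed with compound and 20 uM heparin and incubated 6 hr at 37 C.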
An asterisk follows results filed as active; u = inconclusive; x = no result given; & = joins results of further samples; [ ] = dose if it differs, or a comment. Unless noted, calls come from the whole dose curve; as a rule, active = well fitted curve in the direction sought with a large enough effect; inconclusive = small, poorly fitted or top-dose-only effect, or another doubt; inactive = no such curve, though single readings can be large; an effect the other way counts as inactive or inconclusive. Unless noted, % is set by controls: 0 for no effect and ±100 for the full control effect; potency is the fitted concentration of half-maximal effect.

Every second line gives: Tau fibril ThT, Tau FP inhib, L3MBTL1 block, TRb SRC2 PPI, ALDH1A1 block, GLA spleen mod, TR SRC2 fluor cs, Tau fluor cs
(1) O=c1[nH]c(CN2CCN(c3ccccc3O)CC2)nc2scc(-c3ccccc3Cl)c12
  u, 6%, u, -2%, x, -15%, 1%, u
(2) COc1cc(OC)c(NC(=O)Nc2ccc(OC)c(OC)c2)cc1Cl
  u, u, 9%[11.4 µM], 2%, 4%, 0%, -6%, u
(3) COc1ccc2nc(N(Cc3cccnc3)C(=O)c3ccco3)sc2c1
  -7%, -3%, x, 3%, x, x, -1%, -9%
(4) CCSc1ncc(Cl)c(C(=O)N2CCN(c3ccccc3OC)CC2)n1
  -13%, -2%, x, 1%, x, x, -10%, -19%
(5) NC(=O)c1c(N)sc(=S)n1-c1ccccc1
  -8%, 3%, x, -9%, 6%, 6%, 0%, -2%
(6) CC(C(=O)NCc1ccc2c(c1)OCO2)N(c1ccccc1)S(C)(=O)=O (stereo unspecified)
  -9%, -12%, 1%, 1%, 6%, 0%, -1%, -12%
(7) O=C1CCCC2=C1C1(CCCCC1)N=C(Nc1nc3ccccc3o1)N2
  17%, 2%, -13%, 6%, u, 1%, 2%, 4%
(8) CC(=O)c1c(C)c2c(n1CCN(C)C)CCCC2
  -14%, 9%, x, -8%, 0%, 0%, -3%, -8%
(9) Cc1ccc(C(=O)COC(=O)CNC(=O)Cc2ccccc2)cc1[N+](=O)[O-]
  2%, u, 7%, -25%, -8%, -3%, -2%, -7%
(10) O=C(NNC(=O)c1ccc2c(c1)OCO2)NC12CC3CC(CC(C3)C1)C2
  -3%, 2%, 9%, 4%, 11%, 5%, 1%, -5%
(11) Cc1cc(NC(=O)COC(=O)COc2ccc3c4c(c(=O)oc3c2)CCC4)no1
  -17%, -6%, x, 2%, u, 3%, 1%, -11%
(12) CCC(=O)Nc1cccc(NC(=O)CSc2nnc(C(C)C)n2CC)c1
  -11%, -1%, 2%, -6%, 4%, -2%, -1%, -2%
(13) Cc1cc2nc(-c3ccc(NC(=O)c4cc5ccccc5o4)cc3)oc2cc1C
  -20%, 3%, x, 1%, x, x, u, -2%
(14) O=c1nc(-c2ccccc2)n(-c2ccc(Cl)cc2)[nH]1
  1%, 5%, 4%, 2%, -4%, -1%, 1%, 3%
(15) COCCCn1c(SCCc2ccccc2)nc2cc(OC)c(OC)cc2c1=N
  -14%, -3%, 20%, -1%, u, 2%, -6%, u
(16) COc1ccc(C(=O)C2C(c3ccc(-c4ccccc4[N+](=O)[O-])o3)NC(=O)NC2(O)C(F)(F)F)cc1 (stereo unspecified)
  u, 4%, -13%, 1%, 13µM*, -22%, -7%, -17%
(17) COC(=O)c1cccc(NS(C)(=O)=O)c1C
  0%, -5%, 29%, -24%, -2%, -2%, -3%, -2%
(18) NC(=O)c1ccccc1N/C=C1\CCCCC1=O
  -10%, 6%, 0%, -7%, u, -4%, -2%, 4%
(19) C#CCNc1c2c(nc3ncnn13)CC(C)CC2 (stereo unspecified)
  19%, 15%, x, 1%, x, 7%, 1%, 21%
(20) O=C(O)C1=CC(=C(c2ccc(O)c(C(=O)O)c2)c2ccc(O)c(C(=O)O)c2)C=CC1=O
  32µM*, u, u, u, u, 1%&9%, u, u

Record cards, from the list above.
Listed for COc1cc(OC)c(NC(=O)Nc2ccc(OC)c(OC)c2)cc1Cl = Tau fibril ThT: u; Tau FP inhib: u; L3MBTL1 block: 9%[11.4 µM]; TRb SRC2 PPI: 2%; ALDH1A1 block: 4%; GLA spleen mod: 0%; TR SRC2 fluor cs: -6%; Tau fluor cs: u
Listed for COc1ccc2nc(N(Cc3cccnc3)C(=O)c3ccco3)sc2c1 = Tau fibril ThT: -7%; Tau FP inhib: -3%; L3MBTL1 block: x; TRb SRC2 PPI: 3%; ALDH1A1 block: x; GLA spleen mod: x; TR SRC2 fluor cs: -1%; Tau fluor cs: -9%

The list goes on:
Every second line gives: Tau fibril ThT, Tau FP inhib, L3MBTL1 block, TRb SRC2 PPI, ALDH1A1 block, GLA spleen mod, TR SRC2 fluor cs, Tau fluor cs
(21) CCN1CCCc2cc(CN(CCN3CCOCC3)C(=S)Nc3cccc(OC)c3)ccc21
  -16%, 18%, x, 1%, 16µM*, 4%, -4%, -24%
(22) CCC1SC2=NC(C)=C(C(=O)OC)C(c3cccs3)N2C1=O (stereo unspecified)
  -7%, 1%, x, -16%, -11%, 4%, 1%, 1%
(23) CC1=C/C(=C\C=C(C#N)C#N)N(C)c2ccccc21
  u, -18%, -12%, -9%, x, 2%, u, 5%
(24) CNC(=S)N1N=C(c2ccc(OC)cc2)CC1c1ccc(Cl)cc1Cl (stereo unspecified)
  1%, u, 28%, -6%, u, 15%, -5%, -24%
(25) O=C(CCc1ccc(Oc2cc([N+](=O)[O-])cc([N+](=O)[O-])c2)cc1)N1CCCCCC1
  u, 0%, u, -7%, 13µM*, 4%, -59%, -25%
(26) COc1ccc(CCN2C(=O)N(c3ccc(C)cc3)C(=O)C2CC(=O)Nc2ccc(OC)cc2)cc1 (stereo unspecified)
  4%, -5%, x, -1%, x, x, -2%, u
(27) CCOc1ccc2nc(N3CCC(C(=O)Nc4cc(C)ccc4C)CC3)sc2c1
  u, 8%, x, -3%, x, x, 4%, -19%
(28) COc1ccc(Nc2cc(C(=O)NCCCN3CCN(c4ccc(OC)cc4)CC3)c3ccccc3n2)cc1
  14µM*, -2%, x, -8%, x, x, -1%, 4µM*[quencher]
(29) CC1CCCN(CCCNC(=O)c2ccc3c(c2)N(Cc2cccc(Cl)c2)C(=O)c2ccccc2S3(=O)=O)C1 (stereo unspecified)
  -5%, -12%, x, -4%, x, x, -26%, u
(30) CCn1c(SCC(=O)N2CCc3ccccc3C2)nc2sc(C)c(C)c2c1=O
  -11%, 8%, -2%, 9%, -5%, 4%, 0%, 6%
(31) Cc1cccc(S(=O)(=O)Nc2nc3ccccc3nc2NCc2ccc3c(c2)OCO3)c1
  2%, -2%, 12%, 4%, -2%, 11%, -4%, 2%
(32) CCCN(CCC)C(=O)c1c[nH]c2ccc(S(=O)(=O)Nc3cc(C)cc(C)c3)cc2c1=O
  -9%, -6%, x, 2%, x, x, -2%, u
(33) CCN(CC)S(=O)(=O)c1ccc(Cl)c(NC(=O)COC(=O)c2cc(-c3ccccc3Cl)nc3ccccc23)c1
  -1%, u, -13%, 1%, -8%, -2%, 0%, -11%
(34) C=CCOc1ccc(CN(C)CC(=O)Nc2ccccc2[N+](=O)[O-])cc1
  -18%, 4%, u, -3%, u, 10%, -4%, -30%
(35) O=C(N/N=C/c1ccccn1)c1cccc([N+](=O)[O-])c1
  -12%, -10%, -25%, -3%, u, 4%, -1%, -6%
(36) O=C(Cn1nc(C(F)(F)F)c2c1CCCC2)Nc1ccc(F)c(Cl)c1
  -4%, u, x, -10%, x, x, u, u
(37) Cc1cc(NS(=O)(=O)c2ccc(NC(=O)/C=C/c3ccc(C)o3)cc2)nc(C)n1
  u, -18%, -23%, -4%, 3.5µM*, -4%, -4%, -7%
(38) CC(C)(C)OC(=O)CNC(=O)c1nc[nH]c1C(=O)NCC(=O)OC(C)(C)C
  -1%, -2%, x, 2%, x, 2%, -2%, -5%
(39) CNC(=O)C1CCCN1S(=O)(=O)c1ccc(OC)cc1 (stereo unspecified)
  -8%, 6%, 11%, -9%, 3%, -4%, 3%, -2%
(40) CCOC(=O)c1cc(-c2ccccc2)sc1NC(=O)C(C)C
  4%, -2%, -3%, u, 10%, 10%, 3%, -4%

Remaining list, next part:
Every second line gives: Tau fibril ThT, Tau FP inhib, L3MBTL1 block, TRb SRC2 PPI, ALDH1A1 block, GLA spleen mod, TR SRC2 fluor cs, Tau fluor cs
(41) N#CC1=CN(Cc2ccccc2)C=C(/C=N/Nc2ccccc2)C1
  u, -14%, x, -13%, u, -2%, 3%, u
(42) CCC1CN(C(=O)N2CCC(C(=O)NCCOC)CC2)c2ccccc2O1 (stereo unspecified)
  8%, 7%, x, -3%, x, x, -8%, u
(43) CC(C)(C)OC(=O)N1CCC(c2c(C(=O)N3CCN(c4cccc(Cl)c4)CC3)cnn2-c2cccc(Cl)c2)CC1
  u, -1%, x, -9%, x, x, -5%, -10%
(44) COC(=O)[C@@]1(Cc2ccc(OC)cc2)[C@H]2c3cc(C(=O)N(C)C)n(Cc4cccc5ccccc45)c3C[C@H]2CN1C(=O)c1ccccc1
  u, 2%, x, 2%, 5%, 7%, 3%, -15%
(45) CC(=O)/C(N=Nc1ccc(C(=O)O)cc1)=C(\C)O
  -12%, -7%, -4%, -3%, x, -19%, -3%, -11%
(46) COc1ccc(NCc2nnc3n2CCCCC3)c(OC)c1
  3%, -2%, x, 1%, x, x, -1%, 1%
(47) COC(=O)COc1cccc(NC(=O)c2cc(OC)cc(OC)c2)c1
  -7%, -8%, 3%, 4%, -3%, 5%, 0%, -10%
(48) CCCC(CCC(=O)Nc1cccc([N+](=O)[O-])c1)C(=O)O (stereo unspecified)
  -11%, -2%, 8%, -5%, x, 5%, 1%, -13%
(49) Nc1ccc(-n2nncc2-c2ccccc2)cc1
  -11%, 1%, -6%, 1%, 2%, 4%, -2%, -7%

Sorted by SMILES length (rising): three of the compounds above
Every second line gives: Tau fibril ThT, Tau FP inhib, L3MBTL1 block, TRb SRC2 PPI, ALDH1A1 block, GLA spleen mod, TR SRC2 fluor cs, Tau fluor cs
(46) COc1ccc(NCc2nnc3n2CCCCC3)c(OC)c1
  3%, -2%, x, 1%, x, x, -1%, 1%
(41) N#CC1=CN(Cc2ccccc2)C=C(/C=N/Nc2ccccc2)C1
  u, -14%, x, -13%, u, -2%, 3%, u
(48) CCCC(CCC(=O)Nc1cccc([N+](=O)[O-])c1)C(=O)O (stereo unspecified)
  -11%, -2%, 8%, -5%, x, 5%, 1%, -13%

Screening results deposited in PubChem by National Center for Advancing Translational Sciences (NCATS).

Rows were taken by chance. About 8.5% of those tested had a hit in this group.
